# Screens deposited in PubChem BioAssay by NCI.
# All columns: NCI-60 one-dose screen, growth in % after 48 h at 10 µM unless noted; 100 = growth as untreated, 0 = no growth, -100 = all killed.
# TK-10: TK-10 renal cancer cells. 81,000 tested, 3.9% active
# 786-0: 786-0 renal cancer cells; AID 1794775; 81,000 tested, 5.1% active
# A498: A498 renal cancer cells; 76,000 tested, 5.4% active; AID 1794774
# RXF 393: RXF 393 renal cancer cells; 77,000 tested, 6.9% active; AID 1794773
# UO-31: UO-31 renal cancer; 81,000 tested, 5.2% active; AID 1794768
# SN12C: SN12C renal cancer cells; 81,000 tested, 3.8% active; AID 1794767
# ACHN: ACHN renal cancer; AID 1794771; 81,000 tested, 4.9% active
# CAKI-1: CAKI-1 renal cancer; 75,000 tested, 4.7% active
# Numbers without * were called inactive; . = not tested or not shown; & = joins results of further samples; ! = not active in a repeat. The calls were made as follows: active = growth percent below 10; inactive = the rest. Some of the compounds tested; count on the stated rates, not on these rows.
No.	molecule	TK-10	786-0	A498	RXF 393	UO-31	SN12C	ACHN	CAKI-1
1	CC1=C2C(=C[C@@](C)(COP(=O)(Oc3ccccc3)Oc3ccccc3)[C@@H]2O)C(=O)[C@@](C)(O)C12CC2	-22*	-16*	-39*	-96*	-69*	-76*	-57*	-20*
2	CC(=O)c1cc2c(cc1C)C(C)(C)C(C)C2(C)C (stereo not drawn)	104	106	.	111	90	102	104	97
3	COc1ccc(/C(C)=N\OC(=O)N(C)C)c(OC)c1	95	91	106	107	76	108	114	95
4	c1ccc(CC(c2ccccc2)N2CCOCC2)cc1 (stereo not drawn)	91	101	101	.	83	100	106	.
5	CCOC(=O)C12C(=O)OC3(C)Oc4ccc([N+](=O)[O-])cc4C1C32 (stereo not drawn)	117	98	87	.	94	99	104	98
6	C[N+](C)(C)Cc1c[nH]c2ccccc12	109&100	115&99	119&98	121&109	58&68	95&107	96&101	92&92
7	CC(NCCO)C(O)c1ccccc1 (stereo not drawn)	108	104	118	120	103	100	99	104
8	CC[C@H](C)[C@H](NC(=O)[C@H]1CCCCN1C)C(=O)N(C)[C@H](CCc1nc(C(=O)N[C@@H](Cc2ccccc2)C[C@H](C)C(=O)OC)cs1)C(C)C	54	7.3*	-2.2*	.	43	29	29	.

# Next section:
No.	molecule	TK-10	786-0	A498	RXF 393	UO-31	SN12C	ACHN	CAKI-1
9	CC1(C)COP(=O)(c2ccccc2)N1 (stereo not drawn)	106	100	107	108	.	104	109	88
10	CC[C@@H]1[C@@H](CCCCCC[C@]2(C)C[C@@](C)(CC(=O)OC)OO2)[C@@H]2[C@H]1[C@]1(C)C=C[C@H]2OO1	112	99	98	103	94	110	98	97
11	CC[C@]12C=CCN3CC[C@@]4(c5ccc(OC)cc5N(C)[C@H]4[C@@](O)(C(=O)OC)[C@@H]1OC(=O)CCCC[P+](c1ccc(C)cc1)(c1ccc(C)cc1)c1ccc(C)cc1)[C@@H]32	-91*	-91*	-91*	-88*	-96*	-89*	-99*	-95*
12	CC(=O)O[C@H](C[C@H](C(C)C)N(C)C(=O)[C@H](C)NC(=O)[C@H]1CCCCN1C)c1nc(C(=O)N[C@@H](Cc2ccccc2)C[C@H](C)C(=O)O)cs1	101	106	93	91	87	98	109	.
13	CC(=O)[O][Hg][O]C(C)=O	138	103	117	98	97	106	108	92
14	O=[N+]([O-])/C=C/c1ccc([N+](=O)[O-])cc1	89&19	98&55	126&20	101	-83*!	62&64	76&21	39
15	COc1ccc2c(c1)C(c1ccc(N(CCCl)CCCl)cc1)=NCC2	97	85	57	83	39	78	73	52
16	Cc1c2cc(Cl)c3ccccc3c2c[n+]2ccccc12	93	16	90	.	62	-19*	92	.

# 2 entries from above, field by field.
11: CC[C@]12C=CCN3CC[C@@]4(c5ccc(OC)cc5N(C)[C@H]4[C@@](O)(C(=O)OC)[C@@H]1OC(=O)CCCC[P+](c1ccc(C)cc1)(c1ccc(C)cc1)c1ccc(C)cc1)[C@@H]32
- TK-10: -91*
- 786-0: -91*
- A498: -91*
- RXF 393: -88*
- UO-31: -96*
- SN12C: -89*
- ACHN: -99*
- CAKI-1: -95*
12: CC(=O)O[C@H](C[C@H](C(C)C)N(C)C(=O)[C@H](C)NC(=O)[C@H]1CCCCN1C)c1nc(C(=O)N[C@@H](Cc2ccccc2)C[C@H](C)C(=O)O)cs1
- TK-10: 101
- 786-0: 106
- A498: 93
- RXF 393: 91
- UO-31: 87
- SN12C: 98
- ACHN: 109
- CAKI-1: .

# Further compounds
No.	molecule	TK-10	786-0	A498	RXF 393	UO-31	SN12C	ACHN	CAKI-1
17	c1ccc(C2(NC3=NCCO3)CCCCC2)cc1	121	104	104	106	99	107	105	99
18	NC(CSCc1ccc(N(CCCl)CCCl)cc1)C(=O)O (stereo not drawn)	121	107	102	97	89	88	92	99
19	C#CC1(O)CCC2C3CCC4=CC(=O)CCC4(C)C3CCC21C (stereo not drawn)	131	108	88	.	84	104	.	81
20	COc1ccc(NC([Se])=NC23CC4CC(CC(C4)C2)C3)cc1	-41*	-42*	.	-41*	-27*	4.4*	0.2*	-31*
21	OC(c1ccc(Cl)cc1)C(c1ccccc1)N1CCCCC1 (stereo not drawn)	80	92	88	95	84	101	102	93
22	CN1CCCC2c3ccccc3CCC21 (stereo not drawn)	109	101	104	110	72	97	99	110
23	CNCC(Cl)Cl	98	101	93	.	100	107	104	95
24	CNc1ccc([N+](=O)[O-])cc1[N+](=O)[O-]	99	102	111	104	86	97	105	.

# An excerpt of these results, with two lines to a compound.
# Screens in order: TK-10 | 786-0 | A498 | RXF 393 | UO-31 | SN12C | ACHN | CAKI-1
1. CC1=C2C(=C[C@@](C)(COP(=O)(Oc3ccccc3)Oc3ccccc3)[C@@H]2O)C(=O)[C@@](C)(O)C12CC2
  -22* | -16* | -39* | -96* | -69* | -76* | -57* | -20*
2. CC(=O)c1cc2c(cc1C)C(C)(C)C(C)C2(C)C (stereo not drawn)
  104 | 106 | . | 111 | 90 | 102 | 104 | 97
3. COc1ccc(/C(C)=N\OC(=O)N(C)C)c(OC)c1
  95 | 91 | 106 | 107 | 76 | 108 | 114 | 95
4. c1ccc(CC(c2ccccc2)N2CCOCC2)cc1 (stereo not drawn)
  91 | 101 | 101 | . | 83 | 100 | 106 | .
5. CCOC(=O)C12C(=O)OC3(C)Oc4ccc([N+](=O)[O-])cc4C1C32 (stereo not drawn)
  117 | 98 | 87 | . | 94 | 99 | 104 | 98

# Look-ups from the entries so far.
# In SN12C, NC(CSCc1ccc(N(CCCl)CCCl)cc1)C(=O)O (stereo not drawn) is entered as 88
# In RXF 393, OC(c1ccc(Cl)cc1)C(c1ccccc1)N1CCCCC1 (stereo not drawn) is entered as 95
# In SN12C, CNc1ccc([N+](=O)[O-])cc1[N+](=O)[O-] is entered as 97
# In TK-10, CNCC(Cl)Cl is entered as 98
# In CAKI-1, COc1ccc(NC([Se])=NC23CC4CC(CC(C4)C2)C3)cc1 is entered as -31*

# Next results follow.
No.	molecule	TK-10	786-0	A498	RXF 393	UO-31	SN12C	ACHN	CAKI-1
25	Cc1ccc(N2COOC3(OOC2)C2CC4CC(C2)CC3C4)cc1	99	96	88	115	21	106	98	54
26	Cc1cnc[nH]1	100	97	116	105	97	102	111	106
27	CCOC(=O)NC(=O)CCl	100	104	108	109	89	103	98	82
28	CC/C(Cc1ccccc1)=C(\c1ccc(OCCN2CCCC2)cc1)c1ccc(OC(=O)NCc2ccccc2)cc1	85	21	74	56	34	54	63	88
29	O=C1C2C(C(=O)[N]1[Hg][c]1ccccc1)C1(Cl)C(Cl)=C(Cl)C2(Cl)C1(Cl)Cl (stereo not drawn)	-96*	26	33	-99*	-77*	-72*	-98*	-87*
30	O=C(CCl)Nc1ccccc1Cl	102	104	106	100	94	108	111	99
31	N#CCCCCCCCCC#N	103	103	99	112	101	99	100	132
32	Nc1ncc(Sc2nc3ccc(Cl)cc3c(=O)n2-c2ccccc2)s1	160	108	118	102	70	94	96	76

# The closing 2 entries of the part above lead into the next:
No.	molecule	TK-10	786-0	A498	RXF 393	UO-31	SN12C	ACHN	CAKI-1
31	N#CCCCCCCCCC#N	103	103	99	112	101	99	100	132
32	Nc1ncc(Sc2nc3ccc(Cl)cc3c(=O)n2-c2ccccc2)s1	160	108	118	102	70	94	96	76
33	COC(=O)CCN(CCC(=O)OC)CCN1CC1	119	110	95	112	77	110	104	93
34	O=C(CCl)Oc1ccc(Cl)cc1	98	102	117	107	77	115	118	103
35	NNC(=O)C1C2c3ccccc3C(c3ccccc32)C1C(=O)O (stereo not drawn)	124	117	107	104	91	108	104	94
36	CC1(C)N=C(N)N=C(N)N1c1ccc(CCCCc2ccc(S(=O)(=O)F)cc2)cc1	14	25	42	43	104	27	39	41
37	O=[N+]([O-])c1ccc(/C=C/C=C/c2ccc(S(=O)(=O)F)cc2)c(Cl)c1	108	97	100	92	79	97	102	98
38	Cc1ccc2c(C)cccc2c1	108	107	.	107	92	104	96	96
39	O=C(NCCCN1CC1)Nc1cccc2ccccc12	93&103	103&108	87&124	107&108	84&98	98&94	88&93	85&96
